Screens from PubChem BioAssay.
TbREL1 primary: TbREL1 inhibition, primary screen. P86926. TbREL1 RNA ligation, FRET fluorescence. inhibition, % at 9.66 µM. 0.49% of 89,000 active. AID 1117264;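 active means inhibition above the mean inhibition across all screened compounds plus 3 SD, cut at about 11% in these data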;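 further: 0% = plate median of test wells and 100% = NSC42067 control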
Target sequence (P86926 whole entry, looked up): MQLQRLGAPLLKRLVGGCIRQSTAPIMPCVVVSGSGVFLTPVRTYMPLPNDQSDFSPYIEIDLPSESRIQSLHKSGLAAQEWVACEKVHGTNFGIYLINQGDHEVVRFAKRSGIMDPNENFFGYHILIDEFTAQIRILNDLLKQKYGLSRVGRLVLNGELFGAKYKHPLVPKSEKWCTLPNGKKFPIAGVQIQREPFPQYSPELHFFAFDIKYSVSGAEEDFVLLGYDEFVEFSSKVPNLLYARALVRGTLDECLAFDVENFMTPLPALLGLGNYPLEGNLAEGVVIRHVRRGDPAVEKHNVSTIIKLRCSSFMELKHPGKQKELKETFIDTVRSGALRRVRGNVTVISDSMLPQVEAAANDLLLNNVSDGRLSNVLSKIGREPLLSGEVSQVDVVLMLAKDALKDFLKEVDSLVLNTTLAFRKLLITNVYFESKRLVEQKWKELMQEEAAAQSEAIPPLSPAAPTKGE
* marks the source's active call; other numbers are inactive results. Some of the compounds tested; count on the stated rates, not on these rows.

nr	molecule	TbREL1 primary
1	CN(CC(=O)Nc1ccccc1N1CCOCC1)S(=O)(=O)c1ccc(F)cc1	5
2	CC1C(=O)N2CCCc3cc(S(=O)(=O)N4CCCCC4)cc1c32 (stereo not given)	4
3	Cc1ccc(-c2nnc(SCC(=O)NC3CC3)o2)cc1	-2
4	C[C@H](CO)N1C[C@H](C)[C@@H](CN(C)C(=O)Nc2ccccc2)Oc2ccc(NC(=O)Nc3ccccc3)cc2C1=O	3
5	Cc1ccc(NC(=O)c2cc(C)n(-c3cccc(C)c3)c2C)cc1	-2
6	CC1=CC2=NC(=O)C(c3ccccc3)C(=O)N2C=C1 (stereo not given)	0
7	O=C(O)COc1ccccc1/C=N/NC(=O)CSc1nnc(SCc2ccc(Cl)cc2)s1	-3
8	Cc1ccc(C2/C(=C(\O)c3c(C)nc4c(C)cccn34)C(=O)C(=O)N2CCN(C)C)o1 (stereo not given)	0
9	CC(C)(C)c1cc(OS(C)(=O)=O)ccc1O	1
10	CCOc1ccc(CC2S/C(=N/c3ccccn3)NC2=O)cc1 (stereo not given)	2
11	S=C(Nc1cccnc1)NC1CCCCCCC1	-1
12	CN(CC(=O)OCC(=O)NCc1ccccc1)S(=O)(=O)c1ccc(Cl)cc1	-1
13	O=C(Nc1ccc(S(=O)(=O)N2CCCC2)cc1)c1ccc(CN2CCOCC2)cc1	4
14	COC(=O)COc1ccc(S(=O)(=O)NCCC2=CCCCC2)cc1	-1
15	CCC(Sc1nc2n[nH]c(C)c2c(=N)n1-c1cccc(Cl)c1)C(=O)NCCOC (stereo not given)	-3
16	CC(=O)NCCOc1nc(N2CCCCC2)nc(N2CCCCC2)n1	4
17	Cc1ccc2nc(SCC(=O)Nc3nonc3C)[nH]c2c1	1
18	COc1cccc(C2CC(c3ccccc3OC)n3ncnc3N2)c1 (stereo not given)	-3
19	CCC(NC(=O)c1cccc2c1C(=O)N(Cc1cccnc1)C2)c1ccccc1 (stereo not given)	0
20	CC1(C)C(=O)C2(CCCC2)C(=O)OC1c1ccco1 (stereo not given)	-4
21	CC(C)NC(=S)NCc1cccnc1	0
22	Cc1ccc(S(=O)(=O)Cn2nnnc2C(c2ccc(F)cc2)N2CCC(C(N)=O)CC2)cc1 (stereo not given)	-1
23	Cc1nn(-c2cccc(Cl)c2)c2nc(-c3ccncc3)cc(C(=O)N3CCOCC3)c12	3
24	N#Cc1ccsc1NC(=O)COC(=O)c1cc2ccccc2cc1O	1
25	Cc1cc(=O)n(CC(=O)O)c2ccccc12	1
26	CNC(=O)c1c(Cl)cnn1-c1ccc(C)cc1	-1
27	O=C(CCCn1c(=S)[nH]c2cc3c(cc2c1=O)OCO3)N1CCN(C2CCCCC2)CC1	-6
28	COCCCNc1nc2nonc2nc1N(C)CC1CCCN1C (stereo not given)	0
29	COC(=O)C1=C(C)N(CCCC(=O)O)C(=O)NC1c1cccc(Cl)c1Cl (stereo not given)	-1
30	CCCc1cc(=O)[nH]c(Nc2ccc(N3CCCCC3)cc2)n1	-5
31	CC(NC(=O)CN1C(=O)NC2(CCc3ccccc32)C1=O)c1ccc2c(c1)OCCO2 (stereo not given)	0
32	COc1cc(/C=C2\S/C(=N/S(=O)(=O)c3ccc(C)cc3)NC2=O)c([N+](=O)[O-])cc1OC	0
33	Cc1cccc(-c2nc3ccc(C(=O)NCCN4CCN(C)CC4)cc3nc2-c2cccc(C)c2)c1	7
34	COc1cccc(-c2nc(CS(=O)(=O)CC(=O)NCCc3ccc(OC)c(OC)c3)c(C)o2)c1	-2
35	CCC(C)NS(=O)(=O)c1ccc(NS(=O)(=O)c2ccc(F)cc2)cc1 (stereo not given)	-2
36	CCc1ccc(CCC(=O)Nc2nnc(CC)s2)o1	-5
37	CCCCC[C@H](C)N1C[C@@H](COCc2ccccc2)Oc2cc(N3CCC[C@H]3C(N)=O)ccc2S1(=O)=O	2
38	O=C(CCc1ccccc1)NNC(=O)Nc1cccc(Cl)c1	1
39	CSCCC(=O)NC1CC(C)(C)Cc2c1cnn2-c1ccccc1C (stereo not given)	-1
40	O=C(Nc1c2c(nn1-c1ccc(Cl)cc1)CS(=O)(=O)C2)C1CC1	0
41	COc1cccc(C2(C)NC(=O)N(CC(=O)c3cc(C)n(C4CC4)c3C)C2=O)c1 (stereo not given)	-8
42	Nc1ccn([C@@H]2O[C@H](CNCc3ccc(C#CCCO)cc3)[C@@H](O)[C@H]2O)c(=O)n1	5
43	O=C(NCCO)c1ccc(-c2nnc(N3CCOCC3)c3ccccc23)cc1	0
44	COc1cccc(C(=O)NCCNC(=O)c2ccco2)c1	1
45	CN(CCc1ccccc1)C(=O)c1ccc(NC(=O)Cc2cccc(NC(=O)C3CCN(C(=O)C4CCCCC4)CC3)c2)cc1	-2
46	COc1ccc(OCCOC(=O)CNS(=O)(=O)c2ccc(SC)c([N+](=O)[O-])c2)cc1	-3
47	COc1ccccc1NC(=O)CN1CCC(c2nc3ccccc3[nH]2)CC1	0
48	Cc1ccccc1N(CC(=O)Nc1ccccc1C(=O)O)S(C)(=O)=O	-1
49	O=c1[nH]c(=O)n(-c2ccccc2)c2c1C(C(F)(F)F)(C(F)(F)F)N=C(CCC1CCCCC1)N2	-1
50	COc1ccc(C(=O)CSc2nnc(CNC(=O)c3ccco3)n2C)cc1OC	0
51	CC(=O)c1c(-c2ccccc2)c2cc(Cl)ccc2[nH]c1=O	-2
52	COCCN1Cc2cccc(C(=O)Nc3ccc(S(=O)(=O)N4CCCCCC4)cc3)c2C1=O	3
53	COc1cnc(-c2ccccc2)nc1Sc1ccccc1	0
54	Cc1ccccc1NC(=S)NCc1ccc2c(c1)OCO2	-2
55	CC(=O)NCCC(=O)Nc1cccc(S(=O)(=O)N(C)c2ccccc2)c1	1
56	CC1(C)CC(=O)c2c(n(S(=O)(=O)c3ccccc3)c3ccc(NS(=O)(=O)c4ccccc4)cc23)C1	-2

(cont.)
nr	molecule	TbREL1 primary
57	COc1cc2c(cc1OC)C(c1ccc3c(c1)OCO3)C1=C(CC(C)(C)CC1=O)N2 (stereo not given)	2
58	Cc1ccc(-c2nnc(SCC(=O)Nc3nc4c(s3)CCCC4)n2C)cc1	-2
59	Cc1nn(-c2ccccc2)c(Cl)c1C(=O)NNC(=O)c1ccncc1	-1
60	COC(=O)C1=CNC=C(C(=O)OC)C1c1ccccc1Cl	-2
61	Cc1ccc(CCNC(=O)C2CCC(=O)N2C2CCCC2)cc1 (stereo not given)	0
62	COc1cc(CCC(=O)Nc2ccc(Br)c(C(F)(F)F)c2)cc(OC)c1OC	-2
63	NC(=O)[C@@H]1CCCNc2c(F)cc([N+](=O)[O-])cc2C(=O)N[C@@H](CO)C(=O)NCC(=O)N1	1
64	O=C(COc1ccccc1)Nc1nc(-c2ccc(S(=O)(=O)N3CCOCC3)cc2)cs1	3

Reformatted: two of the compounds above.
| No. | TbREL1 primary | SMILES |
| --- | --- | --- |
| 3 | -2 | Cc1ccc(-c2nnc(SCC(=O)NC3CC3)o2)cc1 |
| 51 | -2 | CC(=O)c1c(-c2ccccc2)c2cc(Cl)ccc2[nH]c1=O |

More compounds
nr	molecule	TbREL1 primary
65	N=c1n(CC(=O)c2cccs2)c2ccccc2n1Cc1ccccc1	4
66	Cc1ccc(S(=O)(=O)N(Cc2nccn2C)C(C)C)cc1	2
67	Cc1cc(C(=O)N/N=C/c2ccc([N+](=O)[O-])cc2)c2ccccc2n1	-3
68	O=C(NNC(=S)NC(=O)c1ccccc1Cl)c1cccc([N+](=O)[O-])c1	-2
69	COC(=O)c1ccc(N2CCC(c3cc(-c4ccc(OC)cc4)n[nH]3)CC2)c([N+](=O)[O-])c1	2
70	CSCCC(NC(=O)C1CCC(C)CC1)C(=O)NCCN1CCC(C)CC1 (stereo not given)	-1
71	Cc1ccc(NC(=O)CSc2cn[nH]n2)cc1	-1
72	COc1ccc(-c2noc(C3CCCN(C(=O)c4ccc(F)cc4)C3)n2)cc1 (stereo not given)	-4
73	CCN(C(=O)CN1CCCCC1C)c1c(N)n(Cc2ccccc2)c(=O)[nH]c1=O (stereo not given)	-1
74	Cn1c(=O)c2ncn(CC(=O)NCCOc3ccccc3)c2n(C)c1=O	3
75	COc1ccccc1N1CCN(C2CCCN(C(=O)c3ccsc3)C2)CC1 (stereo not given)	-4
76	O=C(NCC(=O)N(c1ccc2c(c1)OCCO2)C(C(=O)NC1CCCC1)c1ccco1)c1ccco1 (stereo not given)	-2
77	O=C(COC(=O)/C=C/c1cccc(Br)c1)Nc1cccc(S(=O)(=O)NC2=NCCC2)c1	-1
78	CC/C(=C(/c1ccccc1)c1ccc(OCC[N+](C)(C)C)cc1)c1ccccc1	4
79	COC(=O)c1ccc(COc2ccc(F)cc2)o1	2
80	Cc1ccc(C)c(CSc2nnc(CCN)o2)c1	1

Quoted at random: 7 compounds from above
nr	molecule	TbREL1 primary
74	Cn1c(=O)c2ncn(CC(=O)NCCOc3ccccc3)c2n(C)c1=O	3
77	O=C(COC(=O)/C=C/c1cccc(Br)c1)Nc1cccc(S(=O)(=O)NC2=NCCC2)c1	-1
73	CCN(C(=O)CN1CCCCC1C)c1c(N)n(Cc2ccccc2)c(=O)[nH]c1=O (stereo not given)	-1
75	COc1ccccc1N1CCN(C2CCCN(C(=O)c3ccsc3)C2)CC1 (stereo not given)	-4
76	O=C(NCC(=O)N(c1ccc2c(c1)OCCO2)C(C(=O)NC1CCCC1)c1ccco1)c1ccco1 (stereo not given)	-2
80	Cc1ccc(C)c(CSc2nnc(CCN)o2)c1	1
78	CC/C(=C(/c1ccccc1)c1ccc(OCC[N+](C)(C)C)cc1)c1ccccc1	4

The list continues:
nr	molecule	TbREL1 primary
81	O=C(CSc1nnc(COc2ccc(Cl)cc2)n1Cc1ccco1)Nc1ccc2c(c1)OCO2	11
82	COc1ccc(OC)c(CCNC(=O)c2cccc(NC(=O)C3=C(C)OCCS3)c2)c1	-7
83	COc1ccccc1NS(=O)(=O)c1cc(C(=O)NCc2ccco2)ccc1C	4
84	O=C(CNS(=O)(=O)c1ccc(Cl)c(C(F)(F)F)c1)NC1CCCCC1	-1
85	CC1CCCCN1C(=O)c1cc(F)c(F)cc1Cl (stereo not given)	0
86	CCCc1cc(=O)[nH]c(SCC(=O)N(C)Cc2ccccc2)n1	-1
87	CCN(c1ccccc1)S(=O)(=O)c1ccc(OC)c(NC(=O)c2c(C)noc2C)c1	7
88	O=C(Nc1ccccc1)C1=C[C@@H](c2coc3ccccc3c2=O)C[C@@H](OCCCCO)O1	-1
89	CC1Cc2ccccc2N1S(=O)(=O)c1cccc(C(=O)NCC(c2ccco2)N2CCCC2)c1 (stereo not given)	-4
90	Cc1cc2ccccc2nc1SCC(=O)Nc1nc(-c2ccccc2)cs1	2
91	CCn1c(COc2ccccc2C)nnc1SCC(=O)Nc1ccc2c(c1)OCCO2	-2
92	Cc1cc(C(=O)Nc2cccc(C(=O)O)c2)c(C)o1	0
93	COc1cccc(CNC(=O)CSc2ccc(-c3cccs3)nn2)c1	2
94	Cc1cccc(CNC(=O)c2sc(=O)n(Cc3ccccc3C)c2C)c1	1
95	COc1ccc(C(=O)NNC2=NC(C)(C)Cc3cc(C)c(C)cc32)cc1	0
96	Cc1cc(N)ccc1N=Nc1c(C)n(C)n(-c2ccccc2)c1=O	-3
97	Cc1nc(-c2ccc(F)cc2)c(CC(=O)NCC(=O)Nc2ccc(F)c(F)c2)s1	-2
98	Cc1ccc2nc3c(cc(C(=O)NCc4ccco4)c(=N)n3C3CCCC3)c(=O)n2c1	1
99	CC(c1ccccc1)N1CC(C(=O)Nc2nccs2)CC1=O (stereo not given)	3
100	O=C1O/C(=C/C(=O)N2CCOCC2)c2ccccc21	5
101	CCN(C(=O)COC(=O)CNC(=O)c1ccc2ccccc2c1)c1c(N)n(Cc2ccccc2)c(=O)[nH]c1=O	1
102	CCOC(=O)c1c(S(=O)(=O)N2CCc3ccccc32)c(C)n(C)c1C	3
103	CC1(C)CC(=O)C2=C(C1)N=c1s/c(=C/c3ccc(F)c(F)c3)c(=O)n1C2c1ccc(F)cc1 (stereo not given)	-2
104	COc1ccc(Cl)cc1C(=O)NNC(=S)NC(=O)c1cc(-c2ccccc2)nc2ccccc12	-6
105	CCN(CC)c1ccc(NC(=O)CSc2nc(C3CC3)nc3ccccc23)cc1C	-9
106	C/C(=N/Nc1ccc(Cl)cc1)c1cnnc(-c2ccccc2)n1	2
107	O=C(CNS(=O)(=O)c1cc2ccccc2s1)N1CCN(c2ccccn2)CC1	2
108	Cc1nc2ccc(S(=O)(=O)NC(C(=O)Nc3nc4ccc(Cl)cc4s3)C(C)C)cc2s1 (stereo not given)	-2
109	O=C(Nc1ccc(Cl)cc1)c1cccs1	6
110	Cc1cc(N2CCN(C3CCCCC3)CC2)nc2cccc(O)c12	-2
111	COc1cc(-c2nc3ccc(C)cn3c2Nc2ccc3c(c2)OCCO3)ccc1O	-2
112	CN(C(=O)CC1C(=O)NCCN1Cc1cccc(F)c1F)C1CC(C)(C)NC(C)(C)C1 (stereo not given)	5
113	Oc1ccc(C2=NNC(=NCc3ccc4c(c3)OCO4)SC2)c(O)c1	1
114	COC(=O)[C@]12C[C@H](CC(=O)N3CCCC3)C(=O)N(Cc3cccc4ccccc34)C1=C[C@H](C(C)C)O[C@@H]2C1CC1	4
115	COc1ccc(S(=O)(=O)N2CCCC(C(=O)NC3CC3)C2)cc1OC (stereo not given)	-2
116	CCc1cc(C(=O)Nc2cc(S(=O)(=O)N(C)C)ccc2C)sc1C	-2
117	CCCCn1c(N)c(N(CC(C)C)C(=O)C2CCCN(C(=O)c3ccc(Cl)cc3)C2)c(=O)[nH]c1=O (stereo not given)	-1
118	Cc1cc(N2CCCC2)c(F)cc1/C=C\[N+](=O)[O-]	-1
119	O=C(COC(=O)c1cccc(S(=O)(=O)NCc2ccccc2)c1)NC1CC1	-4
120	CCCNC(=O)c1cc(C2CCCCN2C(=O)OCCF)on1 (stereo not given)	-2
121	O=C(NC1CCCCCC1)C1CCN(S(=O)(=O)c2cccc3cccnc23)CC1	1
122	O=C(Nc1ccc(-c2noc(-c3cccs3)n2)cc1)c1cccnc1	-2
123	COc1ccc(-c2coc3cc(OC)cc(O)c3c2=O)cc1	3
